pCIP destab – compounds decreasing mouse p/CIP protein stability; F442A p/CIP-EGFP cells, EGFP fluorescence, 16 h; decrease of EGFP signal, % at 10 µM; 290,000 tested, 0.01% active; AID 1984;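 active means EGFP signal decrease of at least 30% at 10 µM or well 3 SD below plate mean, unless failing retest; inactive means the rest, including hits failing retest or dose response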; further: some compounds called inactive have numbers as strong as hits; many of its hits are not listed in these tables
CRFR2-BP ag – agonists of human CRF-binding protein/CRF-R2 receptor complex; HEK293 CRF-R2/CRF-BP, calcium dye fluorescence (FLIPR); percent of saturating CRF peptide response; activation, % at 13.2 µM; 350,000 tested, 0.46% active; AID 588473;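 active means activation of at least 50%, plus an integration ratio under a set limit after plate pattern correction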;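 further: plate controls were neutral control wells without compound for no effect and CRF at EC100 for full effect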
PHOSPHO1 inh – PHOSPHO1 (human) inhibition | recombinant PHOSPHO1, absorbance phosphatase assay | inhibition, % at 13.3 µM | 290,000 tested, 1.1% active | AID 1565; in the data active means inhibition above about 60%
Target sequence (Q8TCT1 whole entry, looked up): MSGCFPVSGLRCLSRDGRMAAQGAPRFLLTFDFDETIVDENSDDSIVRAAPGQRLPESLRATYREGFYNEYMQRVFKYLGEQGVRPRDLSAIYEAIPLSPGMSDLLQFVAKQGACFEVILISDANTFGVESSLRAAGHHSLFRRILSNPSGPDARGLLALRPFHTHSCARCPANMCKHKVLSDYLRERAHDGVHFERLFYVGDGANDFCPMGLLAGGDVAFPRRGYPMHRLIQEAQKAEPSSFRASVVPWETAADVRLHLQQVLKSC
MEKK3 PB1 HTS – MEKK3-MEK5 PB1 interaction, increase or decrease. bead-based flow cytometry, Alexa488-MEK5 binding to MEKK3; actives lie on both sides; 0 = blocked by unlabeled MEK5, 100 = vehicle. binding response (% of control), % at 10 µM. 290,000 tested, 1.4% active. AID 1529;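 active means binding response more than 3 SD above or below the average of its plate-row segment, actives on both sides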;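 further: Alexa488 bead fluorescence after subtracting the streptavidin-only scavenger bead signal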
Target sequence (Q99759 whole entry, looked up): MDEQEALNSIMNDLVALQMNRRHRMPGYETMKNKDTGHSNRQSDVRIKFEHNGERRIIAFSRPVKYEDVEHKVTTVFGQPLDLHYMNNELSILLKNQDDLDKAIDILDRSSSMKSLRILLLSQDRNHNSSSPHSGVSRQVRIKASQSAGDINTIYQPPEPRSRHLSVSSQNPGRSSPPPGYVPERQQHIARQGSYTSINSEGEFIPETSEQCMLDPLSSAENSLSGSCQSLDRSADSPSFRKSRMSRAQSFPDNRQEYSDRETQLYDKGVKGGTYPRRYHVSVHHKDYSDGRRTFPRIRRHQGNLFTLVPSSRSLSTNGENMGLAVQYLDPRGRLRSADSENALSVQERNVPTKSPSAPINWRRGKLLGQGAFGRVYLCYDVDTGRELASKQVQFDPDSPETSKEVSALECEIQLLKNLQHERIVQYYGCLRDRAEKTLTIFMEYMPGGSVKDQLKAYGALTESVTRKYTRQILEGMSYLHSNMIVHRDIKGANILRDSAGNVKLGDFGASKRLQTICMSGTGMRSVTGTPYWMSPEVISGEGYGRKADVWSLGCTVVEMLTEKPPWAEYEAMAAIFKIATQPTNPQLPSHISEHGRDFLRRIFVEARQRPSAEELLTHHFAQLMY
CRFBP-R2 block – blocks CRF-induced signaling of the CRF-BP/CRF-R2 complex | AID 588475 | HEK293 CRF-R2/CRF-BP, CRF-induced calcium fluorescence | inhibition, % at 11.8 µM | 350,000 tested, 0.59% active;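 active means inhibition of the ligand-induced calcium signal above about 50% at the single tested concentration, limit read from the data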
GalR3 antagonist – human GalR3 antagonism | O60755 | HEK293 GalR3-CNG cAMP membrane potential fluorescence; galR3 body fused to GalR1 C-terminus | inhibition, % at 3 µM | 360,000 tested, 0.44% active | AID 651719;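 active means inhibition above the screen-wide average plus 3 SD, cut at about 13% in these data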;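 further: forskolin and galanin both at EC90 stimulate the cells; cAMP rise reported by CNG channel membrane potential dye signal; 0% = forskolin plus galanin with DMSO and 100% = forskolin alone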
IDE cell activ – boosts human insulin-degrading enzyme activity in HEK cells; P14735; FAbeta-B cleavage, fluorescence polarization; 0% vehicle, 100% cell-free pure enzyme wells; activation, % at 5.96 µM; 340,000 tested, 0.073% active;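 active means activation above the mean of all tested compounds plus 3 SD, set per screening campaign, cut at about 17% in these data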
M4 PAM – CHRM4 positive allosteric modulation | activation, % at 3 µM | CHO-K1 hM4/Gqi5, Fluo-8 calcium fluorescence, ACh EC20; 0% = ACh EC20, 100% = maximal ACh | 360,000 tested, 0.4% active | P08173;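 active means activation above its plate's cutoff, the mean activation of sample wells plus 3 SD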; further: some results filed as inactive read as strong as hits
IDE inh – cellular human IDE inhibition. inhibition, % at 5.59 µM. P14735. 320,000 tested, 0.41% active. HEK cells, FAbetaB cleavage, fluorescence polarization;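 active means percent inhibition above the average of all tested compounds plus 3 SD, set per screening campaign, cut at about 16% in these data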;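 further: IDE supplied by intact live HEK cells; FP after avidin binding of uncleaved biotin substrate so inhibition keeps polarization high; 0% = DMSO wells and 100% = 60 µM reference IDE inhibitor Ii1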
* = called active by the depositor; · = no result given.

molecule,pCIP destab,CRFR2-BP ag,PHOSPHO1 inh,MEKK3 PB1 HTS,CRFBP-R2 block,GalR3 antagonist,IDE cell activ,M4 PAM,IDE inh
Cc1nc(NC(=O)COc2ccccc2)sc1C(=O)Nc1ccccc1,-18,-1.2,22,103,-29,-3,6,-4,6
COc1ccc(S(=O)(=O)N2CCC(C(=O)NCCC(=O)NCc3cccc(OC)c3)CC2)cc1,3,-0.5,12,100,14,4,5,-1,3
COc1ccc(N=C2C(=O)N3c4c(cccc42)C(C)=CC3(C)C)cc1,-5,-2.5,8,108,-6,-5,5,12,5
C[C@@H](C(=O)N[C@@H](Cc1ccccc1)C(=O)O)n1nnc2ccccc2c1=O,2,11,20,104,7,-1,-1,5,-2
O=S(=O)(Nc1cc(S(=O)(=O)N2CCOCC2)ccc1N1CCOCC1)c1ccc2c(c1)OCCO2,-21,0.1,27,107,-2,-7,2,-4,5
CC(NC(=O)COC(=O)c1ccccc1O)C1CC2CCC1C2 (centres undefined),·,-4.6,·,·,-16,-9,1,5,3
COC(=O)CC1(C(=O)OC)Oc2ccccc2C(=O)N1c1ccc(F)cc1F (centres undefined),·,-0.9,·,·,0,5,8,7,0
COc1cc(NC(=O)C2CCN(S(=O)(=O)c3ccc4c(c3)CC(C)N4C(C)=O)CC2)cc(OC)c1OC (centres undefined),-3,-1.5,-22,95,-1,-3,6,-2,0
COc1ccc(NC(=O)c2ccco2)cc1NC(=O)c1ccccc1[N+](=O)[O-],-8,-1.6,23,100,0,-1,1,9,6
COc1ccc(Cl)cc1NC(=O)C/C(C)=N/NC(=O)CC#N,-5,1.2,-22,114,-4,-1,3,-1,5
c1ccc2c(c1)OCC(c1nn3cnnc3s1)O2 (centres undefined),-16,-0.4,-17,100,-28,-4,5,13,4
O=C(CCCc1ccccc1)N1CCN(c2ccc([N+](=O)[O-])cc2)CC1,-6,-3.3,22,103,68*,-1,2,1,-1
COc1ccc(CCN2CC(C(=O)NCCc3cnn(C)c3)CCC2=O)cc1 (centres undefined),-8,4.5,28,101,-5,1,5,-2,-1
CCc1cc(C(c2cccc(OC)c2)N2CCOCC2)c(NC(=O)c2ccccc2)s1 (centres undefined),-9,0.0,12,108,-26,-1,0,-8,0
O=C(CNC(c1ccccc1)c1ccccc1)Nc1ccc(F)cc1,0,-0.2,7,77,6,-11,-5,4,-1
CSc1ncccc1C(=O)OCC(=O)c1cc(C)n(C)c1C,·,0.3,·,·,-2,-5,-2,8,2
CCOC(=O)c1ccc(N2C(=O)C(CC(=O)NC)N(CCc3ccc(OC)c(OC)c3)C2=S)cc1 (centres undefined),-10,5.9,-34,89,-13,4,0,-13,-1
N#Cc1cnn2cc(CCN3CCOCC3)c(-c3ccc(F)cc3)nc12,5,-1.3,40,86,1,0,2,6,-6
COc1cccc(CSc2nnnn2-c2ccc(O)cc2)c1,5,-1.3,23,95,-2,-5,6,-6,3
O=C(c1ccccc1Cl)N(Cc1ccc(Br)cc1)N1C(=O)CCCC1=O,0,-0.4,-16,84,-5,-4,6,2,0
O=C(Nc1cc(=O)[nH]c(=O)[nH]1)c1cc(Cl)ccc1Cl,3,-0.3,18,94,17,6,8,4,1
OCC[C@H]1NCc2cc(CO)cc(-c3ccccc3)c21,·,-0.5,·,·,32,-6,1,1,·
CCn1c(COc2ccccc2C)nnc1SCC(=O)CC(=O)Nc1ccccc1OC,-4,-0.7,-25,104,9,-3,2,-4,2
CCCCn1c(N)c(N(C)C(=O)c2cccc(-n3cnnn3)c2)c(=O)[nH]c1=O,·,-2.1,·,·,8,-3,3,2,-5
CC(=O)C1=C(O)C(=O)N(c2ccc(O)cc2)C1c1ccc(F)cc1 (centres undefined),-13,-2.3,20,103,8,-10,1,-2,8
CCc1nnc(NC(=O)CCC(=O)Nc2ccc(Cl)cc2)s1,-4,0.5,45,108,-1,-7,8,11,-2
Nc1nc(-c2ccco2)nn1S(=O)(=O)c1ccc(Cl)cc1,-10,-0.5,10,99,-14,-4,4,-9,-2
O=S(=O)(c1ccccc1)c1nc(Cc2ccccc2)oc1N1CCOCC1,11,0.8,-68,98,1,-8,2,2,2
Cc1cccc(C(=O)N2CCCN(C(=O)c3cccc(C)c3)CC2)c1,6,-2.7,8,104,20,-5,-3,0,-1
O=C(NCc1nnc2c(C(F)(F)F)cc(Cl)cn12)c1cccs1,-8,-0.3,-30,99,-11,-6,-2,2,4
CCOc1ccc(C2N(c3cc(Cl)ccc3OC)C(=O)C3CCCN32)cc1OC (centres undefined),-6,0.9,-2,100,-9,-4,5,6,2
CN1OC[C@@H]2CN[C@H](c3cccc(-c4ccc(C#N)cc4)c3)C[C@@H]21,·,-0.6,·,·,-3,-5,1,-4,·
O=S(=O)(Nc1ncnc2sc3c(c12)CCC3)c1ccc(Cl)s1,3,0.3,7,113,27,0,2,13,-4
Cc1c(Cl)c(C(=O)NNC(=S)Nc2ccccc2)nn1C,7,-4.6,66*,·,16,-2,3,-4,0
CS(=O)(=O)N(CC(=O)NCCSCc1ccccc1)c1ccc2c(c1)OCO2,-1,-2.5,9,99,-1,-5,5,3,-1
Cc1ccc(C(=O)OCC(=O)Nc2c(C)n(C)n(-c3ccccc3)c2=O)cc1[N+](=O)[O-],5,-0.6,-32,103,-8,-5,0,-1,0
CC(NC(=O)/C=C/c1ccc(Br)cc1)c1ccc(Cl)cc1 (centres undefined),-1,-0.2,7,93,-1,-5,-1,-3,-1
Cc1ccc(OC(C)C(=O)N(C)Cc2ccccc2)c([N+](=O)[O-])n1 (centres undefined),-3,-0.3,-6,102,0,1,6,7,5
COc1ccc(OCc2nnc(SC(C)C(=O)Nc3nccs3)n2-c2ccccc2)cc1 (centres undefined),-17,-2.4,-34,99,-8,-6,2,11,0
CCOC(=O)c1sc2ncnc(N3CCN(C)CC3)c2c1C,-5,-0.2,48,104,-2,-4,1,0,-1
N/C(=N/S(=O)(=O)c1ccccc1)c1cccc([N+](=O)[O-])c1,-6,0.4,-22,96,-8,-11,2,-11,-3
CC1CCc2nn(CC(=O)NCc3ccco3)cc2C1 (centres undefined),-3,-5.2,-6,98,-12,-1,1,5,-2
CN(C)c1cc(-c2ccccc2)nc(-c2ccccc2)n1,-11,2.6,25,106,-14,-11,4,-1,2
CN(C(=O)Nc1ccccc1)C1CCCCC1,-11,-1.2,41,100,-7,1,-2,-26,1
Cc1ccsc1C(=O)OCC(=O)Nc1sccc1C(N)=O,-1,-1.8,15,100,-13,-5,6,-6,2
Cc1ccc(S(=O)(=O)N/N=C\c2cc3c(cc2Br)OCO3)cc1,-6,-0.3,6,85,3,-2,1,-3,3
COc1ccc(-n2cnnc2SCC(=O)N(C)C2CCS(=O)(=O)C2)cc1 (centres undefined),-9,-0.6,25,93,1,-4,3,-4,-2
CCN(C(=O)C1CCN(c2nc(-c3ccc(OC)cc3)no2)CC1)c1ccccc1,-3,-6.4,12,104,2,·,2,-4,-2
Cn1c(-c2ccc(C=O)s2)nc2ccccc21,-12,-1.1,-5,97,8,8,1,7,1
Cc1ccc(OCCC(=O)Nc2ccc(C)c(F)c2)cc1,-11,1.6,25,100,2,-3,-3,4,7
CC1(C)CC(NC(=O)CC2CCCCC2)CC(C)(C)N1,0,-0.4,-10,97,3,-4,3,10,6
CC(=O)Nc1sc(-c2ccccc2)nc1-c1ccccc1,5,0.2,-3,106,3,-6,0,4,-1
COc1ccc(NC(=O)Nc2cccc3c2O[C@H](CN(C)S(=O)(=O)c2ccccc2)[C@@H](C)CN([C@H](C)CO)C3=O)cc1,·,-1.1,·,·,6,-2,-2,1,-1
Cc1ccc(C(=O)NCCONC(=O)c2ccc(C)cc2)cc1,-5,0.3,-5,101,9,-4,3,-1,-1
COc1ccc(S(=O)(=O)N2CCN(Cc3ccccc3)CC2)cc1,3,-0.8,-3,100,17,-6,2,3,2
O=c1c2ccccc2nnn1Cc1ccccn1,-2,-0.8,-14,101,-1,-5,10,10,2
Cc1nnc(NC(=O)Nc2cccc(Cl)c2)s1,7,1.1,0,107,-3,1,6,-4,-1
CCN1CCN(S(=O)(=O)c2ccc(Cl)c(C(=O)NC(C)c3ccccc3Cl)c2)CC1 (centres undefined),·,-2.0,·,·,16,-2,1,2,-1
CN(C)C(=O)c1ccc(Cl)cc1[N+](=O)[O-],-12,0.2,34,100,11,-4,4,-3,0
CCOc1ccccc1C(=O)Nc1cc(=O)n(C)c(=O)n1C,-3,3.5,41,104,22,0,5,2,-3

New compounds follow:
molecule,pCIP destab,CRFR2-BP ag,PHOSPHO1 inh,MEKK3 PB1 HTS,CRFBP-R2 block,GalR3 antagonist,IDE cell activ,M4 PAM,IDE inh
FC(F)Oc1ccc(-c2csc(=Nc3cccnc3)n2CC2CCCO2)cc1 (centres undefined),3,-0.2,10,98,0,-6,1,-15,0
CCn1c(N2CCN(S(=O)(=O)c3ccc(F)cc3)CC2)nc2ccccc21,-6,-1.1,32,96,-7,4,5,-10,-2
O=C(O)Cc1ccc(NS(=O)(=O)c2c(Cl)cccc2Cl)cc1,-3,-0.6,27,106,21,-5,-2,-8,5
CC(C)CCNC(=O)C1CCCCN1S(=O)(=O)c1ccc(F)cc1 (centres undefined),4,-0.2,17,105,7,-3,-4,3,4
O=C(CN1CC(=O)Oc2ccccc21)OCC(=O)c1ccc(Br)cc1,·,1.1,·,105,-1,-2,-2,1,1
Cc1cccc(NC(=O)c2nc[nH]c2C(=O)NCCN(CCNC(=O)c2[nH]cnc2C(=O)Nc2cccc(C)c2)CCNC(=O)c2[nH]cnc2C(=O)Nc2cccc(C)c2)c1,·,2.7,·,·,5,-3,11,4,3
CCC(=O)/C=C1/Sc2ccc(OC)cc2N1CCO,-40,-0.8,28,107,10,2,7,3,1
COc1cccc(-c2ccc(NC(=O)C3CCCN(Cc4cnc(N(C)C)s4)C3)cc2)c1 (centres undefined),-13,0.5,22,104,-25,-1,-7,-1,2
O=C(O)CCCC(=O)N1N=C(c2ccccc2)CC1c1cccs1 (centres undefined),-6,-0.5,-7,100,-6,2,1,3,-2
CCn1c(SCC(=O)Nc2nccs2)nnc1-c1ccncc1,-3,2.5,13,101,6,-4,-6,13,4
O=C1Nc2ccccc2O/C1=C\c1ccccc1Br,-14,-1.2,23,103,-10,-11,7,-10,1
CC(=O)CSc1nc2nccnc2[nH]1,·,2.8,·,·,-8,-4,·,-4,·
Cc1cc2nnc(SC3CCOC3=O)n2c2ccccc12 (centres undefined),-4,-2.0,74*,99,2,2,4,-6,-6
COCCN(Cc1ccccc1)C(=O)C1CCN(S(=O)(=O)c2ccc(OC)c(OC)c2)CC1,·,-1.0,·,·,1,-1,8,1,-3
Cc1cc(NC(=O)CN2C(=O)NC(CCc3ccccc3)C2=O)no1 (centres undefined),-7,-1.7,2,102,6,-3,0,2,2

Source: PubChem BioAssay (several laboratories)

No enrichment for hits; overall some 4.2% were active at least once.
